BRCA1 expr up: activators of BRCA1 expression; MCF7-BRCA1-FFLuc reporter, luminescence, 48 h; response scale: scaled: vehicle 0%, 10 µM genistein 100%; Potency, µM (titrated, usually from 46.1 µM), inactives show top-dose activation, hits mostly activators; 380,000 compounds, 1.1% hits; AID 624202; note: potency is the fitted concentration of half-maximal effect; nearly all actives have a fitted effect of over 80% in size; some results filed as inactive show a strong effect at the top dose
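Luminescence from a BRCA1-driven firefly luciferase in MCF7 cells was read after 48 h compound exposure at 37 C. Data normalized against DMSO and a 10microM genistein activation control, then curve-fitted across the titration.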
Eya2 inh: blocks the phosphatase activity of human Eya2; Potency, µM (top dose mostly 76.9 µM), inactives show at the highest dose activity, negative = inhibition, hits mostly inhibitors; 330,000 compounds, 0.006% hits; AID 488837; recombinant Eya2, OMFP fluorescence dephosphorylation (OMFP is methylfluorescein phosphate); note: potency is the fitted concentration of half-maximal effect; % is set by controls: 0 for no effect and ±100 for the full control effect
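Eya2 protein (added as 0.2 uM solution) was preincubated with compound for 10 min at ambient temperature in 50 mM HEPES pH 7.5, 50 mM NaCl, 5 uM MgCl2, 0.05% BSA, 1 mM DTT. OMFP (added at 50 uM) then reacted 10 min; fluorescence read at 485/525 nm.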
ELG1 genotoxic: genotoxicity induction in ELG1-luciferase HEK293T cells; 330,000 compounds, 1.3% hits; HEK293T ELG1-luciferase reporter, luminescence, 16 h; Potency, µM (top dose mostly 46 µM), inactives show at the top dose activity change, positive = activation, most hits filed as activators; note: potency is the fitted concentration of half-maximal effect; % of control where 0% means no effect; nearly all actives have a fitted effect of over 60% in size
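Step 1: seed 2,000 HEK293T ELG1-luciferase cells per well. Step 2: add compound or DMSO, incubate 16 hr at 37 °C. Step 3: ONE-Glo, 30 min at room temperature, read luminescence.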
TRPV1 agonist: agonists of human vanilloid receptor 1 (TRPV1). Q8NER1. TRPV1-expressing cells, Fluo-8 calcium influx, agonist mode. activation, % at 8.33 µM. 320,000 compounds, 0.19% hits; in the data active = activation above about 80%; inconclusive = between about 30% and that limit; note: 0% is about no effect
Target sequence (Q8NER1 whole entry, looked up): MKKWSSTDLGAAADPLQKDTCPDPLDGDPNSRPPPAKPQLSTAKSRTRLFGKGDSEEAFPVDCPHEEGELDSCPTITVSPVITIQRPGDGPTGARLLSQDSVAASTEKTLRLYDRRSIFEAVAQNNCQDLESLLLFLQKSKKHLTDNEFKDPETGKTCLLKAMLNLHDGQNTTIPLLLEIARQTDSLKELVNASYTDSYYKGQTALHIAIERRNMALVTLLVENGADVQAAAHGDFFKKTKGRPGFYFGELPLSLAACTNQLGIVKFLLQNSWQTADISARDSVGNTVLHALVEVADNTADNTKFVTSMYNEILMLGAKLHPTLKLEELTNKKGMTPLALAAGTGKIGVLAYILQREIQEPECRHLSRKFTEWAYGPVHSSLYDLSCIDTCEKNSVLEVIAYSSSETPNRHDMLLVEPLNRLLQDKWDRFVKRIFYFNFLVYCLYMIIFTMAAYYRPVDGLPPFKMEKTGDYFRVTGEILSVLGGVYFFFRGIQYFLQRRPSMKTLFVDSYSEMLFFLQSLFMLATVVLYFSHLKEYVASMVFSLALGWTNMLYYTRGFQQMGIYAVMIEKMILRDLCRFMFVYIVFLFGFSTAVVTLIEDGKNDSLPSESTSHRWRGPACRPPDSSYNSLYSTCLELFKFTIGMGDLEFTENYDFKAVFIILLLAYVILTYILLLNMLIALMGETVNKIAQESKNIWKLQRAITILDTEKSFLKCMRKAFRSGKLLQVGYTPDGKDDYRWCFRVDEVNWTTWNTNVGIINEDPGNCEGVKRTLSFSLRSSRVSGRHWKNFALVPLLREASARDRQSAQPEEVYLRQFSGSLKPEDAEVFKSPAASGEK
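Fluo-8 calcium influx in TRPV1-expressing cells, kinetic read (ex 480/em 520 nm). Compound added and read 3 min for agonist activity, followed by capsaicin at EC20 final and 2 min further read for enhancement.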
a7 integrin act: activates integrin-mediated alleviation for muscular dystrophy. 350,000 compounds, 0.064% hits. alpha7betagal myoblasts, beta-gal FDG fluorescence, 48 h. AID 624291. Potency, µM (doses to about 38.3 µM), for the others: top-dose activation, hits mostly activators;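 note: potency is the fitted concentration of half-maximal effect; 100% = response of the positive control SU9516; nearly all actives have a fitted effect of over 60% in size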
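Alpha7betagal+/- myoblasts (passage 13) were plated 16-24 hr, then exposed to compounds (1:260 dilution of DMSO stock) for 48 hours at 37C. After MPER lysis, β-galactosidase reporter activity was read as FDG fluorescence (ex 480/em 540) after 30 minutes.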
p53 reactivator: restores transcriptional activity of mutant p53; 320,000 compounds, 0.063% hits; AID 504706; Potency, µM (titrated, usually from 92.2 µM), for inactives: top-dose activity change, positive = activation, actives largely listed as activators; H1299 p53-A138V BP100-luciferase reporter, luminescence, 24 h; note: potency is the fitted concentration of half-maximal effect; % of control where 0% means no effect; nearly all actives have a fitted effect of over 45% in size
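p53-null H1299 cells stably carrying temperature-sensitive p53-A138V and a BP100-luciferase reporter were pinned with compounds (4-point, 1:5 series) and held 24 hrs at 37 deg C. Luminescence was read 10 min after detection reagent.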
B2AR arrestin: agonists driving beta-arrestin recruitment to human beta2-adrenergic receptor. beta-arrestin recruitment to beta2AR, cell-based reporter. Potency, µM (series often up to 46.1 µM), for inactives: at the highest dose activation, hits mostly activators. 330,000 compounds, 0.02% hits;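 note: potency is the fitted concentration of half-maximal effect; 0% = DMSO controls and full agonism = EC100 isoproterenol or metaproterenol; nearly all actives have a fitted effect of over 65% in size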
ASM inhibitor: inhibitors of human secretory acid sphingomyelinase | P17405 | placental ASM, HMU-PC fluorogenic substrate, 60 min | Potency, µM (series often up to 57.5 µM), without a hit: at the highest dose activity change, negative = inhibition, most hits filed as inhibitors | 340,000 compounds, 0.006% hits; note: potency is the fitted concentration of half-maximal effect
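qHTS format. ASM enzyme prepared from human placenta hydrolyses the fluorogenic substrate HMU-PC0 (9 uM final) over 60 min at 37 °C after a 10 min compound preincubation.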
USP2a inh: USP2a (human) protease inhibition; O75604; USP2 core, Ub-CHOP2 coupled fluorogenic reporter, 485/531; Potency, µM (top dose mostly 38.3 µM), inactives show top-dose activity change, negative = inhibition, actives largely listed as inhibitors; 330,000 compounds, 0.01% hits;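 note: potency is the fitted concentration of half-maximal effect; plate controls were DMSO wells for no effect and full inhibition by NEM control for full effect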
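Cell-free coupled assay: 10nM USP2 core preincubated 30min RT with compound in Tris-HCl pH 8.0/CaCl2/CHAPS buffer, then 25nM Ub-CHOP2 and 25nM reporter substrate; fluorescence (Ex 485/Em 531) read after 60min RT, normalized to NEM inhibition, concentration-response curves fitted.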
TSG101-PTAP inh: blocks PTAP/TSG101 interaction to inhibit HIV-1 budding. Fluorescence polarization, FITC-PTAP peptide / Tsg101 binding. Potency, µM (highest dose often 115 µM), without a hit: at the highest dose activity change, negative = inhibition, actives largely listed as inhibitors. 340,000 tested, under 10 active; active = well fitted inhibition curve with a large enough effect in the main read-out, with a control signal flat, not every such curve was filed as active; inconclusive = small, poorly fitted or top-dose-only effect, or effect the other way, or a change in a side signal; inactive = no such curve, though single readings can be large or run the other way; note: potency is the fitted concentration of half-maximal effect; % of control where 0% means no effect
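Steps: Tsg101 binding domain dispensed (10 uM final), compounds pinned in DMSO, FITC-labeled PTAP-motif peptide added (50 nM final); after 20 min binding at room temperature, polarization measured.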
uPA surface inh: cell surface uPA generation inhibition. cell surface uPA generation assay, qHTS. Potency, µM (doses to about 38.3 µM), for the others: top-dose activity change, negative = inhibition, usual class: inhibitors. 330,000 compounds, 0.31% hits. AID 540303; active = well fitted inhibition curve with a large enough effect; inconclusive = small, poorly fitted or top-dose-only effect; inactive = no such curve, though single readings can be large or run the other way; tested in mouse RAW 264.7 cells; note: potency is the fitted concentration of half-maximal effect; % is set by controls: 0 for no effect and ±100 for the full control effect; nearly all actives have a fitted effect of over 55% in size
Numbers without * were called inactive; ? = inconclusive; / = not tested or not shown; [ ] = dose if it differs, or a comment. Unless noted, calls come from the whole dose curve; as a rule, active = well fitted curve in the direction sought with a large enough effect; inconclusive = small, poorly fitted or top-dose-only effect, or another doubt; inactive = no such curve, though single readings can be large; an effect the other way counts as inactive or inconclusive. Compounds as they come; 2.6% or so of the library scored in one or more.

SMILES	BRCA1 expr up	Eya2 inh	ELG1 genotoxic	TRPV1 agonist	a7 integrin act	p53 reactivator	B2AR arrestin	ASM inhibitor	USP2a inh	TSG101-PTAP inh	uPA surface inh
NS(=O)(=O)c1ccc(CCNC(=O)c2ccc(Br)s2)cc1	-2%	11%	-2%	7	?	-5%	-0.1%	-1%	0%	-1%	1%
CCCCc1nc2cc(C(=O)N3CCCCC3CC(=O)OCC)ccc2o1 (stereo not given)	48%	-12%	-1%	3	-2%	16%	0.2%	-2%	0%	/	-9%
O=C(NC(=S)N1CCN(CCO)CC1)C12CC3CC(CC(C3)C1)C2	-9%	8%	0%	3	-5%	-1%	-0.4%	3%	4%	-2%	0%
Cc1ccccc1NC(=O)CCNS(=O)(=O)c1ccc2[nH]c(=O)oc2c1	9%	9%	0%	1	16%	0%	0.1%	7%	2%	-4%	6%
NC(=O)c1ccc(Oc2ccc(Cl)cc2)c([N+](=O)[O-])c1	-20%	-4%	-2%	14	44%	2%	-0.9%	-1%	-1%	-3%	11%
Cc1ccc(CCNC(=O)C2CCN(S(=O)(=O)c3ccc4c(c3)oc(=O)n4C)CC2)cc1	18%	11%	0%	-1	?	13%	0.1%	-2%	-8%	-3%	4%
CCCn1c(SC(C)C(=O)NCC2CCCO2)nc2cc(Cl)ccc2c1=O (stereo not given)	-26%	10%	-12%	-3	12%	-2%	0.1%	-5%	2%	0%	5%
COc1ccc(/C=N/NC(=O)CCc2n[nH]c(=O)[nH]c2=O)cc1O	-15%	-7%	1%	-3	-4%	-7%	-0.8%	2%	0%	-2%	5%
CCOC(=O)c1nnn(-c2nonc2N)c1CSc1ccccc1	-33%	-7%	-1%	13	-2%	-1%	0.2%	-1%	2%	0%	-1%
O=S(=O)(N/N=C\c1c(F)cccc1Cl)c1ccc(Cl)cc1	-19%	1%	1%	5	11%	5%	-0.2%	-4%	2%	-1%	-7%
Cc1cccc(NC(=O)C(CC(C)C)NC(=O)C2CCC(C)CC2)n1 (stereo not given)	1%	14%	7%	23	21%	-2%	0.3%	-1%	0%	0%	1%
O=C(Cn1cnc2c(nnn2-c2ccccc2)c1=O)N1CCCc2ccccc21	2%	1%	-2%	4	20%	-2%	-0.2%	-10%	1%	-5%	9%
C=CCC[C@H](Cc1ccc(F)cc1)C(=O)OC[C@H](Cc1c[nH]c2ccccc12)NC(=O)[C@@H](CC=C)CC(=O)N[C@@H](CO)Cc1ccccc1	-57%	-3%	16%	/	-47%[inhibitor]	-11%	-2.3%	-2%	0%	-3%	-20%
COc1ccccc1C(=O)N1CCN(C2CCN(Cc3ccccc3)CC2)CC1	58%	/	/	-2	-6%	/	/	3%	/	-7%	3%
CN(C(=O)c1ccc(NC(=O)Cc2ccc(NC(=O)C3CCCN(C(=O)C4CC4)C3)cc2)cc1)C1CCCC1 (stereo not given)	12%	/	/	/	11%	/	/	3%	/	-4%	1%
CCS(=O)(=O)N1Cc2ccccc2CC1C(=O)N(C)CC(=O)Nc1ccc(F)c(F)c1F (stereo not given)	2%	-1%	-5%	-1	2%	-2%	0.0%	4%	1%	-1%	11%
Cc1nc(C)c(-c2csc(Nc3cccc(O)c3)n2)s1	43%	0%	?	4	-17%	12%	0.2%	-9%	2%	-3%	-5%
Cc1nnc(NCCc2ccccc2)c2ccccc12	?	-13%	9.2µM*	15	?	?	0.0%	-3%	5%	-3%	-7%
Cc1nn(CC(=O)Nc2cccnc2)c(C)c1[N+](=O)[O-]	-9%	17%	1%	-7	2%	3%	0.0%	6%	1%	-5%	6%
CNC(=S)N1CCN(CCNC2=CC(=O)CC(C)(C)C2)CC1	-11%	-8%	1%	-1	?	-1%	-1.0%	7%	2%	-2%	7%
CC(Sc1nccn1C)C(=O)NC1(C#N)CCCCC1 (stereo not given)	7%	19%	1%	-2	-13%	?	0.0%	2%	0%	-1%	3%
Cn1nnnc1SCC(=O)Nc1nc(-c2ccccc2)c(-c2ccccc2)o1	-40%	-4%	-9%	12	4%	-4%	-0.4%	-2%	4%	-10%	-9%
Cc1ccc(Cn2cccc(NS(C)(=O)=O)c2=O)cc1	-10%	4%	3%	-5	7%	9%	0.4%	-2%	0%	1%	-1%
COc1cc2c(cc1OC)C(c1cccc([N+](=O)[O-])c1)N(C(=O)c1ccc(F)cc1)CC2 (stereo not given)	-42%	3%	-2%	26	-6%	-3%	-0.3%	-1%	1%	-5%	0%
Cc1ccc2oc(C(=O)N(Cc3ccc(N(C)C)cc3)CC3CCCO3)c(C)c2c1 (stereo not given)	-12%	-2%	-1%	?	25%	2%	0.1%	-3%	-2%	0%	1%
Cc1ccc(-c2ccc(=O)n(CCC(=O)N3CCN(c4cccc(C)c4)C(C)C3)n2)cc1 (stereo not given)	-28%	-4%	-7%	24	39%	2%	-0.3%	-4%	1%	-7%	17%
CCCN(C(=O)c1ccco1)c1nnc(-c2cccc(C)c2)s1	1%	8%	8%	19	?	-1%	0.0%	5%	3%	0%	12%
COC(=O)c1ccc(C(C(=O)NC2CCCCC2)N(Cc2ccc(F)cc2)C(=O)Cc2cccs2)cc1 (stereo not given)	-28%	6%	-8%	-1	21%	-4%	-0.3%	-1%	4%	-2%	-5%
COc1ccc(C(=O)Nc2nnc(S(=O)(=O)Cc3ccccc3)s2)cc1	6%	-6%	6%	0	?	11%	-0.3%	5%	4%	-4%	4%
CCCCCC(=O)N/N=C/c1cc(Br)c(O)c(OC)c1	-30%	14%	-1%	27	4%	2%	-0.9%	40%[activator]	3%	0%	5%
Cc1c(Cl)c([N+](=O)[O-])nn1CCCC(=O)Nc1cc(Oc2ccccc2)cc([N+](=O)[O-])c1	-15%	-32%	-2%	-4	2%	13%	-0.7%	-5%	2%	1%	4%
COc1ccc(C(C)=O)cc1COC(=O)c1cc2ccccc2cc1O	-56%	0%	-7%	3	-3%	7%	0.2%	6%	0%	0%	-1%
Cc1ccc(C)c(NC(=O)C(c2ccccc2)N2CCN(CC(=O)N3CCOCC3)CC2)c1 (stereo not given)	0%	-3%	-2%	/	?	2%	0.2%	0%	5%	-5%	?
CCOC(=O)c1cnc2cc(C)ccn2c1=O	53%	16%	9%	-1	-4%	11%	-0.3%	39%	-1%	0%	4%
CCCn1c(C(C)Nc2nc(-c3ccc(C)cc3)cs2)nc2cc(Cl)c(Cl)cc21 (stereo not given)	-15%	0%	-5%	3	-1%	/	-0.3%	-22%	-2%	0%	18%
Cc1ccc(S(=O)(=O)N2CCOCC2)cc1NC(=O)COC(=O)c1cc[n+]([O-])cc1	10%	7%	-2%	0	-26%	5%	0.2%	4%	0%	-1%	6%

Part of the list above, showing only BRCA1 expr up, TSG101-PTAP inh and p53 reactivator:
molecule | BRCA1 expr up | TSG101-PTAP inh | p53 reactivator
O=C(Cn1cnc2c(nnn2-c2ccccc2)c1=O)N1CCCc2ccccc21 | 2% | -5% | -2%
C=CCC[C@H](Cc1ccc(F)cc1)C(=O)OC[C@H](Cc1c[nH]c2ccccc12)NC(=O)[C@@H](CC=C)CC(=O)N[C@@H](CO)Cc1ccccc1 | -57% | -3% | -11%
COc1ccccc1C(=O)N1CCN(C2CCN(Cc3ccccc3)CC2)CC1 | 58% | -7% | /
CN(C(=O)c1ccc(NC(=O)Cc2ccc(NC(=O)C3CCCN(C(=O)C4CC4)C3)cc2)cc1)C1CCCC1 (stereo not given) | 12% | -4% | /

Carrying on:
SMILES	BRCA1 expr up	Eya2 inh	ELG1 genotoxic	TRPV1 agonist	a7 integrin act	p53 reactivator	B2AR arrestin	ASM inhibitor	USP2a inh	TSG101-PTAP inh	uPA surface inh
CN(C)CCNc1ccc(-c2nn(C)c(=O)c3ccccc23)cc1[N+](=O)[O-]	-39%	1%	5%	-2	-5%	3%	0.0%	-17%	2%	-6%	1%
Cc1nc2ccccn2c1-c1ccnc(SCc2ccc(Cl)cc2)n1	-6%	5%	-6%	/	1%	-5%	-0.6%	96%	2%	0%	1%
O=C(NN1CCOCC1)c1ccc([N+](=O)[O-])cc1	5%	-20%	2%	2	?	9%	0.3%	3%	3%	-2%	9%
CN(c1ccc(C(=O)N2CCOCC2)cc1)S(=O)(=O)c1cccs1	-7%	3%	2%	-3	2%	-2%	-0.9%	1%	-2%	-2%	5%
COc1ccc(C(=O)Nc2cnn(Cc3c(F)cccc3Cl)c2)cc1OC	30%	8%	5%	?	-25%	0%	0.1%	-2%	5%	2%	-28%
Cc1ccc(C)c(OCc2cc(C(=O)NC(C)c3cnn(C)c3)no2)c1 (stereo not given)	22%	4%	0%	?	2%	1%	-0.3%	-1%	0%	-3%	5%
